Autophagy mod = alters autophagy in cells. MEF GFP-LC3 puncta imaging; test concentration mostly 10 µM. calls only at 10 µM (by protocol). actives 0.98% (n = 190,000). AID 463193;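 active = percentage of spot-positive cells more than 3 SD above its plate mean, without a fluorescence outlier flag or 80% toxicity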;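 also: spot-positive cell cutoff set from DMSO-treated cells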
TNAP activation fold = human TNAP enzyme activators, primary screen, biochemical, luminescent, no phosphate acceptor, uHTS (AID 1001). purified TNAP, luminescent activation assay, no phosphate acceptor; higher activation fold means a stronger effect. one-dose activation fold at 20 µM; EC50 in µM for titrated hits. actives 0.03% (n = 200,000); in the data active = activation fold from about 3, or a potency from the dose series; inactive = the rest, 99 in 100 with activation fold below about 1.6; also: many of its hits are not listed in these tables
b-catenin transl = alters nuclear translocation of beta-catenin in HeLa cells; nuclear translocation activity, % at 5 µM; actives 0.3% (n = 190,000); immunofluorescence imaging;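 active = nuclear translocation activity above 50% at 5 µM, with a well cell count of 50 or more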;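 also: per-cell ratio of nuclear to cytoplasmic median beta-catenin stain intensity; plate controls were DMSO negative control for no effect and GSK-3 inhibitor IX positive control for full effect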
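Technique: fluorescence imaging of beta-catenin antibody stain plus DAPI / Material: human HeLa cell line / Incubation: compound treatment 24 h, 37°C, 5% CO2 / Read-out basis: % activation of per-cell nuclear versus cytoplasmic median beta-catenin signal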
human PMI inhibition = inhibitors of human PMI, primary screen, biochemical, fluorescence intensity, coupled assay (AID 1209). purified PMI enzyme, coupled fluorescence intensity; higher % means a stronger effect. actives 0.42% (n = 190,000). inhibition, % at 20 µM; hits with a dose series show IC50 in µM;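 also: plate controls were DMSO vehicle for no effect and wells lacking substrate for full effect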
Lipid droplet = hepatic lipid droplet formation modulation. AML12 mouse hepatocytes, oleate lipid droplets, BODIPY imaging. inhibition, % at 6.5 µM. actives 0.4% (n = 240,000);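 active = lipid droplet intensity inhibited by at least 50%, with more than 500 cells counted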
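Assay system: AML12 hepatocytes (mouse) / Also added: 100 µM oleic acid challenge / Times: overnight treatment with compound plus oleate / Detection: high-content imaging of BODIPY-stained droplets and DAPI nuclei / Evaluation: % inhibition of lipid droplet signal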
PMI inhibition = human PMI inhibitors, high substrate, primary screen, biochemical, fluorescence intensity, high mannose 6-phosphate (AID 1220); actives 0.66% (n = 190,000); inhibition, % at 20 µM; hits with a dose series show IC50 in µM; recombinant PMI enzyme, coupled fluorescence intensity; higher % means a stronger effect
T cell modulator = T cell immune modulation candidate; 2C CD8+ T cell-vesicle binding, flow cytometry; stronger effect = lower value; actives 0.068% (n = 330,000); calls only at 7 µM;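 active = response, share of CD8 T cells binding vesicles, and their 90th percentile fluorescence all below set limits, cut at about 80% in these data, passing the limit was not always enough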
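material = purified 2C TCR transgenic mouse naive CD8+ T cells | controls = Unloaded micro-vesicles (low), QL9 vesicles with 0.7% DMSO (high) | detection = cytometric PE anti-B7-1 and Alexa647 anti-CD8 signals after 1% paraformaldehyde fixation | incubation = binding step 1.5 h, 37 °C, antibody labelling 20 min, ice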
MT stabilize HCS = microtubule stabilization, imaging screen. HeLa tubulin immunostaining HCS, 24 h; share of cells brighter than vehicle mean+2SD. % tubulin-high responders, % at 10 µM. actives 0.83% (n = 200,000). AID 2205;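 active = plate Z-score above 3 for both tubulin-high and condensed-nucleus cell shares, with cell loss under 80%, at 10 µM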;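 also: anti alpha tubulin signal scored within the nucleus-defined area of each cell; some results filed as inactive read as strong as hits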
Insulin prom up = MIN6 insulin promoter up-regulation | MIN6 insulin promoter-GFP reporter, high-content imaging; stronger effect = higher value | z-score at 5 µM | actives 0.3% (n = 190,000) | AID 1625;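 active = z-score above 3 at 5 µM with at least 500 cells counted in the well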
Insulin prom up cell count = recorded beside Insulin prom up, whose call it bears; cell count; measured here: cytotoxicity, nuclei count;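 total cells summed across four imaged fields per well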
Lipid droplet cells 6.5 µM = also measured in Lipid droplet; calls as there; cell count; measured here: cell count, cytotoxicity flag;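 cells counted across two imaged fields per well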
b-catenin transl cell count 5 µM = second read-out of b-catenin transl, no call of its own (marks repeat the call); cell count; measured here: cell count, cytotoxicity flag
T cell modulator vesicle-bound % = recorded beside T cell modulator, whose call it bears; double positive events, %; measured here: CD8+ vesicle-bound cell fraction;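 binding gate set so that unloaded-vesicle control wells show 10% double positive cells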
MT stabilize HCS Hoechst-high % = also measured in MT stabilize HCS; calls as there; % Hoechst-high responders; measured here: nuclear condensation Hoechst responders;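 share of cells brighter than vehicle mean plus two SD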
MT stabilize HCS cytotoxicity % = also measured in MT stabilize HCS; calls as there; toxicity, %; measured here: cytotoxicity by cell density;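 0% = mean cell density of plate MIN control wells and 100% = no cells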
Autophagy mod cell loss 18 h = second read-out of Autophagy mod, no call of its own (marks repeat the call); toxicity, %; measured here: cell loss, nuclei count;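 cell loss after 18 h compound exposure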
Active calls of the source: *. Rule as the data show it, unless noted: active = inhibition above about 50%; inactive = the rest.

Sample of the layout, 2 compounds:
CC(C)(C)NC(=O)CSc1nnc(C2CC2)n1Cc1ccccc1 was read as Autophagy mod inactive, TNAP activation fold 1.1, b-catenin transl -4.0, human PMI inhibition 4%, PMI inhibition 11%, T cell modulator inactive, MT stabilize HCS 3.1, Insulin prom up 1.2, Insulin prom up cell count 1339, b-catenin transl cell count 5 µM 944, T cell modulator vesicle-bound % 62, MT stabilize HCS Hoechst-high % 2.6, MT stabilize HCS cytotoxicity % 1.8 and Autophagy mod cell loss 18 h 14.
Screening Cc1ccn(CC(=O)N2N=C(C(F)F)CC2(O)C(F)F)n1 (stereo not given) returned Autophagy mod inactive, TNAP activation fold 1.1, b-catenin transl -1.3, human PMI inhibition -15%, Lipid droplet 10, PMI inhibition -14%, T cell modulator inactive, MT stabilize HCS 1.9, Insulin prom up 0.47, Insulin prom up cell count 1153, Lipid droplet cells 6.5 µM 626, b-catenin transl cell count 5 µM 588, T cell modulator vesicle-bound % 43, MT stabilize HCS Hoechst-high % 2.4, MT stabilize HCS cytotoxicity % 6.4 and Autophagy mod cell loss 18 h 18.

Main list, from the start:
CC(C)(C)NC(=O)CSc1nnc(C2CC2)n1Cc1ccccc1 was read as Autophagy mod inactive, TNAP activation fold 1.1, b-catenin transl -4.0, human PMI inhibition 4%, PMI inhibition 11%, T cell modulator inactive, MT stabilize HCS 3.1, Insulin prom up 1.2, Insulin prom up cell count 1339, b-catenin transl cell count 5 µM 944, T cell modulator vesicle-bound % 62, MT stabilize HCS Hoechst-high % 2.6, MT stabilize HCS cytotoxicity % 1.8 and Autophagy mod cell loss 18 h 14.
Screening Cc1ccn(CC(=O)N2N=C(C(F)F)CC2(O)C(F)F)n1 (stereo not given) returned Autophagy mod inactive, TNAP activation fold 1.1, b-catenin transl -1.3, human PMI inhibition -15%, Lipid droplet 10, PMI inhibition -14%, T cell modulator inactive, MT stabilize HCS 1.9, Insulin prom up 0.47, Insulin prom up cell count 1153, Lipid droplet cells 6.5 µM 626, b-catenin transl cell count 5 µM 588, T cell modulator vesicle-bound % 43, MT stabilize HCS Hoechst-high % 2.4, MT stabilize HCS cytotoxicity % 6.4 and Autophagy mod cell loss 18 h 18.
`Cc1cc(NC(=O)COC(=O)C2CCC(=O)N2)c([N+](=O)[O-])cc1C` (stereo not given) gave Autophagy mod inactive, TNAP activation fold 1.1, b-catenin transl -6.2, human PMI inhibition -1%, Lipid droplet 4, PMI inhibition 3%, T cell modulator inactive, MT stabilize HCS 2.4, Insulin prom up 0.38, Insulin prom up cell count 1100, Lipid droplet cells 6.5 µM 693, b-catenin transl cell count 5 µM 1144, T cell modulator vesicle-bound % 58, MT stabilize HCS Hoechst-high % 2.5, MT stabilize HCS cytotoxicity % 6.9 and Autophagy mod cell loss 18 h -1.
For CC(C)CCn1nnnc1C(c1ccccc1)N1CCN(C)CC1 (stereo not given) the results were Autophagy mod inactive, TNAP activation fold 1, b-catenin transl -1.9, human PMI inhibition -5%, Lipid droplet 1, PMI inhibition 0%, T cell modulator inactive, MT stabilize HCS 3.1, Insulin prom up -0.83, Insulin prom up cell count 911, Lipid droplet cells 6.5 µM 688, b-catenin transl cell count 5 µM 1130, T cell modulator vesicle-bound % 34, MT stabilize HCS Hoechst-high % 1.5, MT stabilize HCS cytotoxicity % 5.7 and Autophagy mod cell loss 18 h -2.
For CC1CCN(CCCNC(=O)c2ccc3c(=O)n(CCc4ccccc4)c(=O)[nH]c3c2)CC1 the results were Autophagy mod inactive, TNAP activation fold 1, b-catenin transl -6.4, human PMI inhibition 0%, Lipid droplet -26, PMI inhibition -2%, T cell modulator inactive, MT stabilize HCS 3.0, Lipid droplet cells 6.5 µM 738, b-catenin transl cell count 5 µM 1092, T cell modulator vesicle-bound % 22, MT stabilize HCS Hoechst-high % 1.5, MT stabilize HCS cytotoxicity % 10.0 and Autophagy mod cell loss 18 h -5.
CCOC(=O)c1c(-c2ccc(OC)cc2)cn2ccccc12 was read as Autophagy mod inactive, TNAP activation fold 1.1, b-catenin transl -3.1, human PMI inhibition -2%, Lipid droplet 4, PMI inhibition 7%, T cell modulator inactive, MT stabilize HCS 3.0, Insulin prom up 0.38, Insulin prom up cell count 1537, Lipid droplet cells 6.5 µM 650, b-catenin transl cell count 5 µM 1100, T cell modulator vesicle-bound % 30, MT stabilize HCS Hoechst-high % 1.7, MT stabilize HCS cytotoxicity % 11 and Autophagy mod cell loss 18 h -33.
For CCOC(=O)C1=C(c2ccccc2)NC(=S)NC1c1ccc(Cl)cc1 (stereo not given) the results were b-catenin transl -0.8, Lipid droplet -5, T cell modulator inactive, Insulin prom up -1.5, Insulin prom up cell count 990, Lipid droplet cells 6.5 µM 686, b-catenin transl cell count 5 µM 1324 and T cell modulator vesicle-bound % 15.
`O=C(Nc1nc2ccccc2[nH]1)C1CCC1` gave Autophagy mod inactive, TNAP activation fold 1.4, b-catenin transl 0.2, human PMI inhibition 9%, Lipid droplet -10, PMI inhibition 10%, T cell modulator inactive, MT stabilize HCS 6.0, Insulin prom up 0.44, Insulin prom up cell count 1238, Lipid droplet cells 6.5 µM 679, b-catenin transl cell count 5 µM 1116, T cell modulator vesicle-bound % 46, MT stabilize HCS Hoechst-high % 3.1, MT stabilize HCS cytotoxicity % 3.6 and Autophagy mod cell loss 18 h -3.
Cc1ccc(S(=O)(=O)NC(=O)c2cc(C)n(-c3ccc(N(C)C)cc3)c2C)cc1 was read as Autophagy mod inactive, TNAP activation fold 1.2, b-catenin transl -0.4, human PMI inhibition 12%, Lipid droplet -7, PMI inhibition 4%, T cell modulator inactive, MT stabilize HCS 4.6, Insulin prom up 1.1, Insulin prom up cell count 1494, Lipid droplet cells 6.5 µM 666, b-catenin transl cell count 5 µM 1081, T cell modulator vesicle-bound % 61, MT stabilize HCS Hoechst-high % 1.5, MT stabilize HCS cytotoxicity % 6.0 and Autophagy mod cell loss 18 h -2.
Screening CCCS(=O)(=O)c1csc(C(=O)OC)c1N returned b-catenin transl -0.3, Lipid droplet 15, T cell modulator inactive, Insulin prom up 0.09, Insulin prom up cell count 995, Lipid droplet cells 6.5 µM 600, b-catenin transl cell count 5 µM 1317 and T cell modulator vesicle-bound % 27.
`CCOC(=O)c1c(-c2ncc(C(F)(F)F)cc2Cl)noc1C` gave Autophagy mod inactive, TNAP activation fold 1.1, b-catenin transl -4.0, human PMI inhibition -4%, Lipid droplet 3, PMI inhibition 0%, T cell modulator inactive, MT stabilize HCS 2.8, Insulin prom up -0.29, Insulin prom up cell count 1579, Lipid droplet cells 6.5 µM 622, b-catenin transl cell count 5 µM 1130, T cell modulator vesicle-bound % 63, MT stabilize HCS Hoechst-high % 3.0, MT stabilize HCS cytotoxicity % 8.0 and Autophagy mod cell loss 18 h 2.
`O=C(CSc1nnc(CCCO)n1-c1ccccc1)NCCc1ccccc1` gave Autophagy mod inactive, TNAP activation fold 1.1, b-catenin transl 0.7, human PMI inhibition 0%, Lipid droplet 0, PMI inhibition -2%, T cell modulator inactive, MT stabilize HCS 4.2, Insulin prom up 0.49, Insulin prom up cell count 1171, Lipid droplet cells 6.5 µM 739, b-catenin transl cell count 5 µM 980, T cell modulator vesicle-bound % 42, MT stabilize HCS Hoechst-high % 1.8, MT stabilize HCS cytotoxicity % 4.3 and Autophagy mod cell loss 18 h 4.
For CC(NS(=O)(=O)c1ccccc1)C(c1cccs1)N1CCOCC1 (stereo not given) the results were Autophagy mod inactive, TNAP activation fold 1.1, b-catenin transl 0.4, human PMI inhibition 0%, Lipid droplet -5, PMI inhibition 3%, T cell modulator inactive, MT stabilize HCS 3.3, Insulin prom up -0.67, Insulin prom up cell count 1025, Lipid droplet cells 6.5 µM 755, b-catenin transl cell count 5 µM 508, T cell modulator vesicle-bound % 28, MT stabilize HCS Hoechst-high % 1.4, MT stabilize HCS cytotoxicity % 0.8 and Autophagy mod cell loss 18 h 1.
`COc1ccc(CC2S/C(=C(\C#N)C(=O)NCc3ccco3)N(c3ccc(C)cc3)C2=O)cc1` (stereo not given) gave Autophagy mod inactive, TNAP activation fold 1.1, b-catenin transl -3.5, human PMI inhibition 11%, Lipid droplet 9, PMI inhibition 13%, T cell modulator inactive, MT stabilize HCS 1.3, Insulin prom up -0.03, Insulin prom up cell count 1300, Lipid droplet cells 6.5 µM 764, b-catenin transl cell count 5 µM 1252, T cell modulator vesicle-bound % 40, MT stabilize HCS Hoechst-high % 2.0, MT stabilize HCS cytotoxicity % 9.8 and Autophagy mod cell loss 18 h -12.
Screening Cc1cc(SCC#N)n2nc(C)c(-c3ccc(Cl)cc3)c2n1 returned Autophagy mod inactive, TNAP activation fold 1, b-catenin transl -0.2, human PMI inhibition -5%, Lipid droplet -2, PMI inhibition 11%, T cell modulator inactive, MT stabilize HCS 3.3, Insulin prom up -0.5, Insulin prom up cell count 963, Lipid droplet cells 6.5 µM 731, b-catenin transl cell count 5 µM 978, T cell modulator vesicle-bound % 20, MT stabilize HCS Hoechst-high % 2.0, MT stabilize HCS cytotoxicity % 5.1 and Autophagy mod cell loss 18 h 2.
NC(CO)(CO)COCc1ccccc1 was read as Autophagy mod inactive, TNAP activation fold 1.1, b-catenin transl 0.8, human PMI inhibition -9%, Lipid droplet 4, PMI inhibition -8%, T cell modulator inactive, MT stabilize HCS 6.3, Insulin prom up -0.31, Insulin prom up cell count 1324, Lipid droplet cells 6.5 µM 708, b-catenin transl cell count 5 µM 1027, T cell modulator vesicle-bound % 29, MT stabilize HCS Hoechst-high % 2.1, MT stabilize HCS cytotoxicity % 7.6 and Autophagy mod cell loss 18 h 9.
`CC1=C(C(=O)OCc2ccccc2)C(c2ccsc2)NC(=O)N1C` (stereo not given) gave Autophagy mod inactive, TNAP activation fold 1.1, b-catenin transl 0.0, human PMI inhibition 11%, Lipid droplet 0, PMI inhibition 10%, T cell modulator inactive, MT stabilize HCS 3.4, Insulin prom up -0.03, Insulin prom up cell count 1395, Lipid droplet cells 6.5 µM 691, b-catenin transl cell count 5 µM 1526, T cell modulator vesicle-bound % 59, MT stabilize HCS Hoechst-high % 1.6, MT stabilize HCS cytotoxicity % 6.9 and Autophagy mod cell loss 18 h -15.

Compound activity from PubChem BioAssay.
